HKDC1 inhibitor = blocks human hexokinase HKDC1 activity | recombinant HKDC1, G6PDH/diaphorase resazurin coupled fluorescence | inhibition, % at 20 µM | actives 0.16% (n = 340,000);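 active means inhibition above about 35% when tested at 20 µM, limit read from the data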;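 further: plate controls were DMSO wells with enzyme for no effect and DMSO wells lacking enzyme for full effect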
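Incubation: 90 min at room temperature in dark / Material: recombinant HKDC1 (HK5) hexokinase enzyme, produced in-house / Quantity: enzyme 5 µg/mL final / Compound: one dose of 20 µM, 1% DMSO / Reagent: glucose and ATP substrates / Buffer or medium: Tris pH 8.0 buffer with MgCl2, Tween-20, BSA, BME / Technique: resorufin fluorescence at 613 nm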
SENP6 block = blocks the human protease SENP6; Recombinant SENP6 catalytic domain, aminoluciferin luminescence; inhibition, % at 10 µM; actives 1.8% (n = 330,000); AID 2599;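 active means inhibition above about 50% at the single tested dose, limit read from the data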;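 further: plate controls were DMSO wells with enzyme for no effect and DMSO wells lacking enzyme for full effect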
Target sequence (Q9GZR1 628-1112 limits assumed): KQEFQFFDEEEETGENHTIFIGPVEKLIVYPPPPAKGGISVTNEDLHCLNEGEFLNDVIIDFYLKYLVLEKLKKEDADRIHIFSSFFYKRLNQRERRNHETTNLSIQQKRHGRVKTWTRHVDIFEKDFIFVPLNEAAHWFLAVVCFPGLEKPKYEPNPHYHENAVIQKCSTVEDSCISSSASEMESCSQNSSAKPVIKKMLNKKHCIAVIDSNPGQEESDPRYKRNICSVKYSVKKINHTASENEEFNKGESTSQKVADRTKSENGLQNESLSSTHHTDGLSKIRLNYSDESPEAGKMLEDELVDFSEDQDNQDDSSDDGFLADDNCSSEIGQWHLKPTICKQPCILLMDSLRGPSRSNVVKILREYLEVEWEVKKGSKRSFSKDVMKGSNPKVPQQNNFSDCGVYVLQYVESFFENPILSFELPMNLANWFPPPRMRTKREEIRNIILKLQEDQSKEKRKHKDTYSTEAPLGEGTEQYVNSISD
SENP1 FRET inh = blocks the human SENP1 SUMO protease catalytic domain; Q9P0U3; recombinant SENP1 catalytic domain, CyPet-SUMO1-YPet FRET cleavage; inhibition, % at 10 µM; actives 0.21% (n = 360,000); AID 624204;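 active means inhibition at least 30% at 10 µM, raw YFP signal under a set limit, fluorescence ratio 0.5 to 1.5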;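 further: 0% = enzyme with DMSO and 100% = no enzyme wells; some results filed as inactive read as strong as hits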
Target sequence (Q9P0U3 419-644 limits assumed): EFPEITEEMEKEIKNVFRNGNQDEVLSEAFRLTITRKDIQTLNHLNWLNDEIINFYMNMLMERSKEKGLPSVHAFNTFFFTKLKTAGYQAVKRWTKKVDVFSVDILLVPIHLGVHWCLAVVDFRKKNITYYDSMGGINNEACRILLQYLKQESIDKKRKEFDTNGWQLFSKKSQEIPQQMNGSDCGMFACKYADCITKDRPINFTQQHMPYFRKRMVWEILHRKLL
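Material: hSENP1 catalytic domain, recombinant; medium: Tris pH 8 with BME, BSA, NP40 and catalase; compound: single concentration of 10 µM compound, 0.5% DMSO final; technique: FRET read of cyan and yellow fluorescence; timing: 50 min enzyme reaction, room temperature, light-protected; reagent: SFCypet-SUMO1-SFYpet substrate at 25 nM; control set: no-enzyme low, enzyme-DMSO high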
SENP7 inh = blocks the human protease SENP7; Q9BQF6; recombinant SENP7, Z-RLRGG-aminoluciferin luminescence, 40 min; inhibition, % at 5 µM; actives 1.5% (n = 330,000); AID 434973;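 active means inhibition above about 50% at the single test dose, limit read from the data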;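 further: plate controls were DMSO with enzyme for no effect and no enzyme buffer wells for full effect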
Target sequence (Q9BQF6 706-1050 limits assumed): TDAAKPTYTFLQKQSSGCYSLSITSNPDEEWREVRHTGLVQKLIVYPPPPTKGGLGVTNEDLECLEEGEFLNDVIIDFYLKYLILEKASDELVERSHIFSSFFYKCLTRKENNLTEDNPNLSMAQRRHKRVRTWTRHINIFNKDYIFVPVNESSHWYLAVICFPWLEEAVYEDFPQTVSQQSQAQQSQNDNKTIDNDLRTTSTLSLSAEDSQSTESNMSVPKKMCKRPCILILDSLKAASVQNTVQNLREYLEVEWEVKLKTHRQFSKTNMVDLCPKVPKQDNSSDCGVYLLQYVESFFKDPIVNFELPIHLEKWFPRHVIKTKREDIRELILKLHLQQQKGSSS
SENP8 block-1 = SENP8 (human) protease inhibition. recombinant SENP8, Nedd8 substrate fluorescence. inhibition, % at 20 µM. actives 0.64% (n = 360,000). AID 602440; in the data active means inhibition mostly above about 40%, no sharp cut-off; inactive means mostly below about 27%
SENP8 block-2 = inhibitors of human SENP8 protease | inhibition, % at 10 µM | actives 1.2% (n = 330,000) | Q96LD8 | purified SENP8, Z-RLRGG-aminoluciferin cleavage, luminescence | AID 2540; in the data active means inhibition above about 50%
PfG6PD inh = PfG6PD (Plasmodium falciparum) enzyme inhibition. PfGluPho enzyme, NADPH resazurin-diaphorase fluorescence. actives 0.78% (n = 350,000). inhibition, % at 20 µM;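 active means inhibition reaching at least a set limit at 20 µM in the primary screen, cut at about 59% in these data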;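 further: 0% = DMSO wells with substrate and 100% = DMSO wells lacking glucose-6-phosphate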
Apaf1 inhib = human Apaf-1 inhibition; O14727; reconstituted apoptosome caspase-3 activity, DEVD-Rh110 fluorescence; inhibition, % at 20 µM; actives 0.71% (n = 330,000); AID 489030; active means inhibition of at least 40% at 20 µM;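 further: plate controls were DMSO wells for no effect and DEVD-CHO caspase inhibitor wells for full effect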
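Medium: Hepes buffer, pH 7.5 / System: biochemical Apaf-1 apoptosome reconstitution / Measured by: Rh110 fluorescence, excitation 480 nm, emission 540 nm / Times: compound with Apaf-1, dATP, procaspase-3 30 min, then 50 min reaction, room temperature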
The depositor's hits bear a star; · = no result given.

Molecule,HKDC1 inhibitor,SENP6 block,SENP1 FRET inh,SENP7 inh,SENP8 block-1,SENP8 block-2,PfG6PD inh,Apaf1 inhib
CCOC(=O)CC(NC(=O)Cn1nnc(-c2ccccc2Cl)n1)c1ccc(OC)cc1 (stereo not drawn),4,1,1,7,-1,6,-13,12
Cc1cc(C)cc(C(=O)NC(CC(N)=O)c2ccc(N3CCCCCC3)c([N+](=O)[O-])c2)c1 (stereo not drawn),-2,-5,3,2,22,-4,1,8
COc1ccc(CCn2c(N3CCOCC3)nc3c2c(=O)[nH]c(=O)n3C)cc1,-4,-11,2,35,9,2,0,3
COc1ccc(-c2cc(C(=O)N/N=C/c3sccc3C)c3ccccc3n2)c(OC)c1,-3,-6,1,0,-331,3,8,3
O=C(Nc1ccccc1O)N1c2ccccc2Sc2ccccc21,2,-4,2,2,22,0,-16,6
CC(C(=O)NC(C)(C)C)N(C(=O)CS(=O)CC(=O)Nc1ccc(F)cc1)c1ccccc1F (stereo not drawn),1,-11,0,2,0,5,6,-2
O=C(O)c1ccccc1NCc1ccco1,2,-16,3,-3,-252,-15,-4,1
N=c1oc2ccc(Cl)cc2cc1C(=O)Nc1ccc(F)cc1,-5,-20,24,-13,4,-4,-1,11
CCc1ccc(C(=O)C(C)OC(=O)c2nn(C)c(=O)c3ccccc23)cc1 (stereo not drawn),4,-11,1,1,11,15,3,24
Cc1cc(Cl)ccc1OCC(=O)Nc1nc(-c2cccs2)cs1,7,-25,-3,-2,16,-9,-3,25
C=CC[C@H](CC(=O)N[C@H](CO)Cc1ccccc1)C(=O)N[C@H](COC(=O)[C@@H](CC=C)CC(=O)OC(C)(C)C)Cc1c[nH]c2ccccc12,5,10,1,6,14,-9,-6,17
CCC(C)(C)NC(=O)C(c1ccc(OC)cc1)N(C(=O)CCC(=O)Nc1cc(C)on1)c1ccccc1OC (stereo not drawn),-5,-27,2,2,7,10,-9,1
Cc1ccc(N2C(=O)N(CC(=O)Nc3cc(F)ccc3C)C(=O)C2C)cc1 (stereo not drawn),-1,-4,3,-14,11,-11,7,-1
COc1ccc(S(=O)(=O)N(CC(=O)NCc2ccncc2)c2cc(C)cc(C)c2)cc1OC,4,2,-1,5,4,4,-1,-4
Cc1ccc2nc(N(CCCN(C)C)C(=O)c3ccc(S(=O)(=O)N(C)C)cc3)sc2c1,-11,4,2,-9,17,5,0,7
COc1cccc(CNC(=O)Cn2ccc3cc(S(=O)(=O)N4CCC(C)CC4)ccc32)c1,-5,7,1,-2,11,-3,6,0
O=C1c2ccccc2NC(c2cccc(O)c2)N1NS(=O)(=O)c1ccccc1 (stereo not drawn),-4,-13,0,-2,-393,-11,-2,19
Nc1ccccc1OCCOc1ccccc1N,5,1,-1,6,8,0,8,6
COc1ccc2[nH]c(=O)c(CN(C(=O)c3ccco3)C3CCCCC3)cc2c1,1,-2,2,8,-342,2,11,5
O=C(O)c1[nH]c2ccccc2c1NS(=O)(=O)c1ccc(F)cc1,10,0,2,-4,12,-2,24,-3
CCOCCn1c(=NC(=O)c2ccc(S(=O)(=O)N3CCOCC3)cc2)sc2cc(S(N)(=O)=O)ccc21,0,-9,-1,-2,-442,3,8,9
CC1CN(S(=O)(=O)c2ccc(C(=O)Nc3ccc(S(=O)(=O)N4CCOCC4)cc3)cc2)CC(C)O1 (stereo not drawn),-3,6,3,1,-8,2,0,5
Nn1cc(-c2ccccc2)nc1SCC(=O)N1CCN(S(=O)(=O)c2ccccc2)CC1,-3,-6,1,-2,-1,-5,15,0
CCCCn1c(SCN2C(=O)c3ccccc3C2=O)nc2cc(S(N)(=O)=O)ccc21,-4,·,1,·,17,·,14,·
CS(=O)(=O)/C(C#N)=C/c1cccn1S(=O)(=O)c1ccccc1,6,·,2,·,18,·,1,·
Cc1ccc(-c2nc(-c3ccccn3)no2)cc1[N+](=O)[O-],1,92*,2,88*,12,85*,-6,0
COc1cccc(NC(=O)C2CCCC2)c1,0,-15,3,-4,10,0,1,-5
CCOC(=O)c1c2c3c(cccc3[nH]c1=O)C(=O)c1ccccc1-2,-3,7,-1,-2,-4,8,13,17
CSC1=NCCN1C(=O)Cc1cccc2ccccc12,-3,-8,1,1,17,-4,3,-8
N#Cc1cccc(OC(=O)c2ccc3c(=O)n4c(nc3c2)CCC4)c1,2,-14,-10,3,-29,0,3,2

Single records (already shown). Order of screens: HKDC1 inhibitor	SENP6 block	SENP1 FRET inh	SENP7 inh	SENP8 block-1	SENP8 block-2	PfG6PD inh	Apaf1 inhib
Entry for O=C1c2ccccc2NC(c2cccc(O)c2)N1NS(=O)(=O)c1ccccc1 (stereo not drawn) : -4	-13	0	-2	-393	-11	-2	19
Entry for CCOCCn1c(=NC(=O)c2ccc(S(=O)(=O)N3CCOCC3)cc2)sc2cc(S(N)(=O)=O)ccc21 : 0	-9	-1	-2	-442	3	8	9
Entry for COc1cccc(CNC(=O)Cn2ccc3cc(S(=O)(=O)N4CCC(C)CC4)ccc32)c1 : -5	7	1	-2	11	-3	6	0

Next part.
Molecule,HKDC1 inhibitor,SENP6 block,SENP1 FRET inh,SENP7 inh,SENP8 block-1,SENP8 block-2,PfG6PD inh,Apaf1 inhib
NC(=O)C1CCN(C(=O)C2CCC(=O)N(C3CCCCCC3)C2)CC1 (stereo not drawn),3,-4,1,-2,-2,1,-9,-1
COc1ccc(S(=O)(=O)N2CCC(C(=O)NCCc3ccccc3)CC2)cc1OC,-10,2,-1,-4,8,3,-3,-2
COC(=O)[C@]1(Cc2ccccc2)N[C@H](CN(C)S(=O)(=O)c2ccc(OC)cc2)[C@@H]2C(=O)N(C)C(=O)[C@@H]21,-5,-16,2,-5,2,4,6,-10
N#CC1(NC(=O)COC(=O)c2nc(Cl)ccc2Cl)CCCCC1,-8,-12,0,1,10,-2,-1,-5
O=S(=O)(Nc1ccccn1)c1ccc(C2CCCCC2)cc1,-6,-22,0,12,-156,3,-16,-14
Cc1cccc(NC(=O)COC(=O)CSc2ccccc2)c1C,-3,-11,5,-6,18,14,15,-6
CCn1nc(C(=O)NNC(=O)c2cc(Cl)ccc2OC)c2ccccc2c1=O,-3,-16,2,3,-138,1,2,-7
O=C(CN(C(=O)CCC(=O)Nc1ccccn1)c1ccc(F)cc1)NCc1ccco1,-6,-6,6,1,11,-5,-6,7
CC(C)C(CCNC1CCN(C)CC1)c1ccc(Cl)cc1 (stereo not drawn),-3,2,2,6,14,4,1,0
CC(=O)c1cccc(NC(=O)C2CC(=O)N(CCc3ccccc3)C2)c1 (stereo not drawn),-9,-22,1,0,-4,-4,-4,1
O=C(CCn1c(=O)[nH]c2ccccc2c1=O)Nc1ccccc1,-5,-25,1,-10,1,-6,-5,11
Cc1ccc(NC(=O)c2ccccc2OCC(=O)c2ccc(F)cc2)cc1,-7,-13,1,-9,6,-5,-2,5
CC(=O)C1(C)C(=O)N(c2ccc(F)cc2)C(=O)N1c1ccc(F)cc1 (stereo not drawn),-4,·,1,·,11,·,-1,·
CC1CCCCC1NC(=O)COC(=O)c1ccc2ccccc2n1 (stereo not drawn),-2,4,16,-6,0,5,-6,3
O=C(CSc1ccc2nnc(-c3cccnc3)n2n1)Nc1cccc(F)c1,-1,0,1,-4,-79,13,11,8
CCOC(=O)c1c(C)[nH]c(C)c1C(=O)CSc1nc2ccccc2c(=O)n1-c1ccc(F)cc1,1,-2,-1,-3,-1,-9,29,19
O=C(O)/C=C\C(=O)Nc1ccccc1C(=O)NC1CCCCC1,-6,9,0,6,-288,-8,-16,-2
CCOc1ccc(NC(=S)NCc2ccco2)cc1,-8,-5,0,7,19,-1,11,1
O=C(C1c2ccccc2Oc2ccccc21)N1CCN(c2ccc(Cl)cc2)CC1,3,-15,0,-4,21,-7,20,30
S=C(Nc1ccc(Oc2ccccc2)cc1)N(CCCN1CCOCC1)Cc1ccccn1,-4,13,1,4,26,5,13,-1
Cc1ccc(NC(=O)CNc2cc(S(=O)(=O)N3CCOCC3)ccc2N2CCOCC2)cc1S(=O)(=O)N(C)C,-4,-2,-2,-10,-12,0,16,-4
Cc1ccc(S(=O)(=O)c2cc3ccccc3nc2N)cc1,1,-4,-38,1,-397,5,-8,-10
Cc1ccc(S(=O)(=O)N(CC(=O)O)Cc2ccco2)cc1,1,-7,3,3,23,0,5,-9
CC(=O)N1c2ccc(Cl)cc2C2C=CCC2C1c1cccc2ccccc12 (stereo not drawn),42*,·,-94,·,-38,·,15,·
CCCCC12CN3CCN(CC(C3)/C1=N\NC(=O)c1ccccc1N)C2,-16,-18,1,4,-261,3,-18,-4
Cc1ccc(S(=O)(=O)CCC(=O)OCC(=O)N2c3ccccc3NC(=O)C2(C)C)cc1,0,-2,0,-1,6,11,-2,2
CC(=O)NCCOC(=O)Nc1cccnc1,-13,-39,1,6,19,2,19,-26
COc1ccc(NC(=S)Nc2nc(CC(=O)Nc3ccccc3OC)cs2)cc1,-8,-1,1,-7,3,-4,12,8
CCOC(=O)N1CCc2c(sc3nc(SC(C)C)n(N)c(=O)c23)C1,-8,-5,0,0,9,3,11,6
O=C(c1ccc(S(=O)(=O)Nc2ccccc2)cc1)N1CCC1,-10,-1,1,0,6,-1,0,-5
COc1cccc(/C=N/Nc2nc(C)cc(=O)[nH]2)c1OC,3,-23,2,-3,-61,-10,-8,2
O=C(NNC(=O)c1cccs1)c1ccc(S(=O)(=O)N2CCCCC2)cc1,-7,-4,0,3,16,-3,-5,0
Cc1csc(NC(=O)C2CCCN(S(=O)(=O)c3ccc(Br)s3)C2)n1 (stereo not drawn),10,-13,0,-8,3,-15,-5,24
Cc1ccc2oc(=O)c3cc(C(=O)NCCCN4CCCCCC4)sc3c2c1,7,-12,-13,-26,-235,-13,22,26
CCOc1ccc(NC(=O)CN(C)c2ccc(S(=O)(=O)N3CCOCC3)cn2)cc1OCC,-7,-27,1,3,13,1,-11,-3
Cc1ccc(Cn2ccc(NC(=O)c3cc(-c4ccc5c(c4)OCO5)on3)n2)cc1,6,·,0,·,-96,·,-17,·
CC(=O)NS(=O)(=O)c1ccc(N/C(N)=N/c2nc(C)cc(C)n2)cc1,2,10,-1,-5,8,2,-8,-8
Cc1ccc(NNS(=O)(=O)c2ccc(C)cc2)cc1,-4,2,2,-1,0,4,99*,8
Cc1cc(=O)oc2cc(OCC(=O)NC3CCN(Cc4ccccc4)CC3)c(Cl)cc12,-2,1,-1,-5,-62,-1,18,8
O=C(NCCc1ccccc1)c1nc2c(nnn2Cc2ccccc2Cl)c(=O)[nH]1,14,-11,2,5,3,6,-16,7
CC(=O)Nc1ccc2c(c1)-c1ccc(F)cc1C2,-6,·,0,·,3,·,7,·
CCN(CC)S(=O)(=O)c1cccc(-c2nnc(SCCCC(=O)c3ccccc3)o2)c1,5,4,0,2,17,1,11,10
O=[N+]([O-])c1ccc(N2CCN(S(=O)(=O)c3ccccc3)CC2)cc1NCc1cccnc1,-2,0,6,-6,50*,-4,12,16
Cc1nn(-c2ccccc2)c(C)c1NC(=O)COC(=O)c1cc(Br)ccc1O,0,-7,0,11,-64,-11,-8,9
